# TCR CD3 inh – inhibitors of human TCR-CD3 interaction | AID 651800 | TAMRA-labeled TCR probe fluorescence, biochemical | inhibition, % at 9.4 µM | hit rate 0.37% among 360,000; in the data active = inhibition above about 19%;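 note: recombinant mutant TCR 2C K166C tagged with TAMRA read by polarization; 0% = receptor in buffer alone and 100% = receptor with positive control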
# LEDGF integ inh – blocks HIV-1 LEDGF/p75-dependent DNA integration; AID 743269; inhibition, % at 3.7 µM; hit rate 0.64% among 370,000; TR-FRET IN-LEDGF/p75 DNA integration, Eu/Cy5;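 active = inhibition above the screen-wide mean plus 3 SD, cut at about 13% in these data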;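 note: signal is the Cy5 over europium emission ratio at 671 and 618 nm; 0% = plate median of compound wells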
# HTRA1 inhibitor – inhibitors of human serine peptidase HTRA1; Q92743; recombinant HTRA1, FP-rhodamine activity-based probe, fluorescence polarization; inhibition, % at 5.96 µM; hit rate 0.5% among 340,000; AID 504803; in the data active = inhibition above about 36%;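 note: 0% = enzyme with DMSO and 100% = wells lacking enzyme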
# UHRF1 MBD2 ctr – human UHRF1 methylated DNA binding inhibitors; AID 687016; UHRF1 binding to methylated oligo, TR-FRET; hit rate 0.75% among 370,000; inhibition, % at 4.4 µM; in the data active = inhibition above about 21%;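 note: UHRF1 SRA domain binding a hemimethylated CpG hairpin DNA probe; 0% = median of test compound wells and 100% = reference inhibitor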
# SIAE inh – human SIAE inhibition, primary screen; SIAE FP-Rh probe binding, fluorescence polarization; Q9HAT2; inhibition, % at 9.66 µM; hit rate 0.69% among 370,000; AID 1053197;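 active = inhibition above a cutoff: mean of compounds within the control limits plus 3 SD of those, cut at about 17% in these data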;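 note: 0% = plate median of compound wells and 100% = probe without SIAE protein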
# mABHD4 FP – inhibitors of mouse ABHD4. Q8VD66. purified mABHD4, FP-Rh probe fluorescence polarization. inhibition, % at 8.92 µM. hit rate 0.54% among 370,000. AID 720543;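 active = inhibition exceeding the mean over every tested compound plus 3 SD, cut at about 30% in these data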;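 note: 0% = plate median of compound wells and 100% = S159A mutant with DMSO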
#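 Assay system: mABHD4 protein; medium: HEPES pH 7.0, NaCl, Pluronic buffer; dosing: 8.92 µM, single dose; schedule: 45 min + 60 min at 25 °C; signal: FP readout, ex 525 nm / em 598 nm; read-out: normalized percent inhibition of probe labeling; repeats: single replicate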
# TDP2 inh – blocks human TDP2 phosphodiesterase activity; recombinant TDP2, T5PNP hydrolysis, p-nitrophenol absorbance 415 nm; inhibition, % at 12.8 µM; hit rate 0.34% among 370,000; AID 720702;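 active = inhibition above the mean of all tested compounds plus 3 SD, set per campaign, cut at about 25% in these data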;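 note: 0% = DMSO with enzyme and 100% = buffer with substrate but no TDP2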
# Target sequence (O95551 whole entry, looked up): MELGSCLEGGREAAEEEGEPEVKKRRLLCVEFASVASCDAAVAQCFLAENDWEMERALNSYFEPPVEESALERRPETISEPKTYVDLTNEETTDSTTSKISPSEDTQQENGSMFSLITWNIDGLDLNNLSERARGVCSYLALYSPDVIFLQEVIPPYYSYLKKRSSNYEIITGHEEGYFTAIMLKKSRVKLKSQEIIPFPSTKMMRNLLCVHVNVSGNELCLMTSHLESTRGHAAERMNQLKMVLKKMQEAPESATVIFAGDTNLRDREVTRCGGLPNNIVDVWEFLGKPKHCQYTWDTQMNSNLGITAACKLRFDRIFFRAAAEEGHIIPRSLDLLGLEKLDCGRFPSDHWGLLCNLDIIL
#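 System – recombinant human TDP2 · Quantity – TDP2 enzyme at 120 nM final · Doses – single concentration, 12.8 µM nominal, with 1% DMSO · Incubation – 2 h at 37 °C · Measured by – epi absorbance of p-nitrophenol freed from T5PNP by hydrolysis · Read-out – % inhibition relative to enzyme-containing and enzyme-free wells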
# PRMT1 FP inh – PRMT1 (human) inhibition, primary screen | Q99873 | recombinant PRMT1, activity-based probe fluorescence polarization | AID 652257 | hit rate 1.3% among 370,000 | inhibition, % at 2.79 µM;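 active = inhibition above about 21% made by adding two undisclosed values, limit read from the data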
# Tn7 DDE FP – inhibitors of Tn7 peptide binding to human fibrin DD(E). FP displacement of FITC-Tn7 peptide from fibrin DD(E); 0% = median of compound wells per plate. inhibition, % at 8.3 µM. hit rate 0.13% among 370,000. AID 720508;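 active = inhibition above the mean of compounds falling within the control limits plus 3 SD of them, cut at about 14% in these data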;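 note: 0% = plate median of compound wells and 100% = 10 µM Aha-Tn7 peptide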
# Target sequence (P02675 whole entry, looked up): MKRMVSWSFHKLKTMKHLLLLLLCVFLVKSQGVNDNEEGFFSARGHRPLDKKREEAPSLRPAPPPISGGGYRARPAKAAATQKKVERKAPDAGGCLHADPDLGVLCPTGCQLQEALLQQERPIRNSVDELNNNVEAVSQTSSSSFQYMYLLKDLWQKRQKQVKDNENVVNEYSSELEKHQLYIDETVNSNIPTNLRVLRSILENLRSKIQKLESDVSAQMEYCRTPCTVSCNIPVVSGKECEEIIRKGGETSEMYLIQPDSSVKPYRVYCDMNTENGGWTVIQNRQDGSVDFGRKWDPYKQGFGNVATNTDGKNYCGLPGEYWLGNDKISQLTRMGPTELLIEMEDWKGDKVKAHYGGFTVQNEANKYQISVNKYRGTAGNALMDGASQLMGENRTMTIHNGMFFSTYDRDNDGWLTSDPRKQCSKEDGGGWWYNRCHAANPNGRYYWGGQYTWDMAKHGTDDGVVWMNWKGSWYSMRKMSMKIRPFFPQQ
#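 Assay system: human fibrin DD(E). Input: DD(E) 2 µM final. Medium: Tris buffer with calcium and detergent, pH 7.8. Compound dosing: single point at 8.3 µM. Timing: 10 min plus 3 h, room temperature. Technique: fluorescence polarization of the labelled Tn7 tracer. Read-out: percent inhibition. Replicates: singlicate testing.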
# PG9 binder – PG9 antibody binding by small molecule; TR-FRET gp120-PG9 antibody binding; inhibition, % at 6.7 µM; hit rate 0.43% among 360,000; in the data active = inhibition above about 8.5%
# Starred values were filed as active, the others as inactive; · = not tested or not shown; & = joins results of further samples.
SMILES,TCR CD3 inh,LEDGF integ inh,HTRA1 inhibitor,UHRF1 MBD2 ctr,SIAE inh,mABHD4 FP,TDP2 inh,PRMT1 FP inh,Tn7 DDE FP,PG9 binder
Cc1c(N=Nc2c(O)n(C)c(=O)n(C)c2=O)c(=O)n(-c2ccccc2)n1C,-11,-3,5,2,-7,-9,-9,4,0,0.4
C[C@]12CCC3C(CC[C@@H]4C[C@H](O)CC[C@]34C)C1CCC2=O (stereo partly specified),-4,-4,2,3,-4,5,-13,-5,-5,1.4
O=C(c1cccnc1)c1cc2ccccc2[nH]1,1,1,-1,0,3,7,-7,-1,3,0.3
CCOC(=O)c1c(NC(=O)c2c(N)n(CCCOC)c3nc4ccccc4nc23)sc2c1CCCC2,5,3,-1,-3,-2,0,4,0,-4,-2.6
CCN(CC)C(=O)c1ccc(NC(=O)c2cccc(C(F)(F)F)c2)cc1,5,1,-3,11,-1,3,7,10,3,1.1
Fc1cccc(C2NCCc3[nH]cnc32)c1 (stereo unspecified),2,-2,1,-2,5,3,0,-2,-13,-1.2
COC1C(O)C(C)OC(OC2C(Oc3cccc4c(O)c5c(=O)oc6ccc(C)c7c(=O)oc(c34)c5c67)OC(C)C(O)C2O)C1O (stereo unspecified),-8,1,20,-23,0,8,2,2,-6,-8.4
COCCOC(=O)c1c(N)n(Cc2ccccc2)c2nc3ccccc3nc12,-1,2,-24,-4,-4,-4,-1,-3,6,-0.8
COc1cc(Cn2c(N)c(C(=O)NCc3ccco3)c3nc4ccccc4nc32)cc(OC)c1OC,-6,2,6,1,0,-3,1,4,1,-1.3
CCOc1ccc(CN2CCCC(C(=O)c3ccccc3OC)C2)cc1 (stereo unspecified),-1,-2,8,-2,-2,-2,2,-2,7,-0.3
Cc1ccc(-n2c(O)c(C=NCc3cccnc3)c(=O)[nH]c2=O)cc1C,-7,1,1,-2,-6,7,7,-2,-10,-2.2
CC1(C)CN=C(NCc2ccccc2)S1,2,3,5,-1,6,1,-7,-7,-4,0.1
CCN1C(=O)NC(=O)/C(=C/c2cc(C)n(-c3sc(C)c(C)c3C#N)c2C)C1=O,8,-2,4,-6,7,8,13,12,6,-0.7
O=P1(NCCCn2cc[n+](Cc3nc4ccccc4[nH]3)c2)C=C(c2ccccc2)OC(c2ccccc2)=C1,3,2,4,-2,0,10,-12,-6,-2,-1.8
COCCCn1c(N)c(C(=O)OCCOC)c2nc3ccccc3nc21,-5,28*,6,5,-7,-11,50*,5,2,1.8
N#C/C(=C\c1cccc(O)c1)C(=O)O,4,-1,·,0,-12,-5,-10,4,6,-0.5
CN1CCN(c2ccc3c(c2)S(=O)(=O)c2ccccc2C3=O)CC1,1,0,2,-5,-3,2,5,8,3,1.1
Cc1c(P(=S)(c2ccccc2)c2ccccc2)[n+]2ccccc2n1C,1&4,-14&1,4,-1&-1,-2&9,-2&-5,1&5,-2&-3,13&-2,0.1&1.5
COc1ccc(/C=C/C(=O)c2c(O)n(CCC3=CCCCC3)c(=O)[nH]c2=O)cc1OC,-6,-1,2,0,10,1,-2,3,1,1.3
O=c1c2ccccc2[nH]c(=S)n1-c1cccc(C(F)(F)F)c1,-1,0,-8,-1,-9,3,-9,0,7,1.2
Cc1ccccc1OP(=O)(Oc1ccccc1C)N1CCOCC1,-7,-1,·,0,1,6,9,1,7,1.4
CC(C)CCCn1c(O)c(/C=C2/C=CC=N2)c(=O)[nH]c1=O,-1,-1,-12,1,-14,-18,4,7,-4,0.1
O=c1[nH]oc2c1CCNC2,-2,3,3,0,3,-2,0,3,3,-2.0
O=C(N/N=C/c1c(O)n(-c2cccc3ccccc23)c(=O)[nH]c1=O)c1ccncc1,22*,2,6,-3,-1,0,-5,4,0,-0.8
CCOC(=O)C(O)(c1ccc(NC(=S)NC(=O)c2ccc(Cl)cc2Cl)c(C)c1)C(F)(F)F (stereo unspecified),6,1,-41,0,-25,-44,-13,0,-4,-0.4

# A few values from above.
# LEDGF integ inh with Cc1ccccc1OP(=O)(Oc1ccccc1C)N1CCOCC1 stands at -1
# PG9 binder with CN1CCN(c2ccc3c(c2)S(=O)(=O)c2ccccc2C3=O)CC1 stands at 1.1

# The listing picks up, starting four compounds before the break.
SMILES,TCR CD3 inh,LEDGF integ inh,HTRA1 inhibitor,UHRF1 MBD2 ctr,SIAE inh,mABHD4 FP,TDP2 inh,PRMT1 FP inh,Tn7 DDE FP,PG9 binder
CC(C)CCCn1c(O)c(/C=C2/C=CC=N2)c(=O)[nH]c1=O,-1,-1,-12,1,-14,-18,4,7,-4,0.1
O=c1[nH]oc2c1CCNC2,-2,3,3,0,3,-2,0,3,3,-2.0
O=C(N/N=C/c1c(O)n(-c2cccc3ccccc23)c(=O)[nH]c1=O)c1ccncc1,22*,2,6,-3,-1,0,-5,4,0,-0.8
CCOC(=O)C(O)(c1ccc(NC(=S)NC(=O)c2ccc(Cl)cc2Cl)c(C)c1)C(F)(F)F (stereo unspecified),6,1,-41,0,-25,-44,-13,0,-4,-0.4
Cc1nc2ccccc2c(=O)n1-c1nccs1,-4,3,·,3,0,-6,-16,-1,-6,-0.7
N#C/C=C/C#N,3,3,6,1,-8,-5,4,-2,-6,0.6
NP(=O)(OCCCc1ccccc1)Oc1ccccc1 (stereo unspecified),0,3,-6,1,2,-8,-21,-3,0,1.2
Cn1cccc1CNCCc1ccc(F)cc1,-5,-2,5,3,-7,5,0,0,-3,1.3
CCCC1(CC(C)C)C(=O)NC(=S)NC1=O,-2,3,5,0,-3,1,1,-2,1,1.5
CSc1ncc(/C=C2/C(=O)NC(=O)N(c3ccc(C(C)C)cc3)C2=O)cn1,-6,-2,-2,2,-3,-15,-3,14,0,2.8
Cc1cc(S(=O)(=O)NCC(C)C)ccc1OCC(=O)N1CCN(Cc2ccccc2)CC1,-3,2,0,6,-4,1,2,1,-1,-4.1
CC(=O)C1=C(C)OC2=C(C(=O)CCC2)[C@@]12C(=O)N(C)c1ccccc12,2,4,·,-2,-1,-1,0,-2,-4,-1.2
CC(N)Cc1c[nH]c2ccc(Cl)cc12 (stereo unspecified),4,-3,3,0,14,-2,5,-1,1,-0.9
COc1cc(/C=N/NC(=O)CN2CC(c3ccccc3)CC2=O)ccc1OC(=O)N(C)C (stereo unspecified),2,0,4,-3,6,9,-1,-3,4,-1.5
CCCCn1c(O)c(C(CC)=NC(C)c2ccccc2)c(=O)[nH]c1=O (stereo unspecified),5,2,-5,0,14,-2,1,-4,3,-0.8
O=C(COc1ccc(Cl)cc1)N(c1ccc(Cl)cc1)C1CN2CCC1CC2 (stereo unspecified),2,-3,-2,1,4,2,2,1,3,-2.0
N#Cc1ccc2nc(-c3ccc(CN4CCC(n5nnc6ccccc65)CC4)cc3)c(-c3ccccc3)nc2c1,0,-5,·,1,-7,0,6,2,1,0.2
O=c1[nH]c(=O)n(CCc2ccccc2)c(O)c1C=NCCCn1ccnc1,3,0,-3,1,-2,-1,-8,1,1,0.0
COc1ccc(NC2Oc3cc4c(cc3C(c3cc(OC)c(OC)c(OC)c3)C2C)OCO4)cc1 (stereo unspecified),-4,-2,7,0,9,5,1,3,-3,0.5
CS(=O)(=O)N1CCN(C(=N)N[N+](=O)[O-])CC1,4,-1,4,1,0,2,-5,-1,0,-3.3
CCN1CCN(c2nc([N+](=O)[O-])nn2C)CC1,1,0,-1,-2,-2,-2,-7,-2,6,-0.9
O=C1CC(=O)N(c2cccc(Cl)c2)C(=O)N1,-5,5,-8,2,0,-11,-9,7,-6,-1.9
C[C@H](CO)N1C[C@H](C)[C@@H](CN(C)C(=O)Oc2ccc3ccccc3c2)OCc2cn(nn2)CCCC1=O,-5,7,-2,1,6,4,3,2,-11,0.9
CCC1(C)OC(c2ccccc2)=C/C(=C/C=C2C(=O)NC(=O)NC2=O)O1 (stereo unspecified),-73,4,-121,-9,-131,-218,1,-13,-33,-0.4
CCOP(=O)(OCC)C(NC(=O)c1ccccc1)=C(Cl)Cl,-5,-1,0,-1,6,11,-1,2,-2,0.0
Cc1nc2c(C(=O)N3CCC4(CC3)OCCO4)cnn2c(C)c1Cc1cccc(Cl)c1,-3,0,3,-1,-9,28,3,-4,-8,-1.5
O=C(COC(=O)Cc1ccccc1)NNC(=O)c1ccc([N+](=O)[O-])cc1,8,5,3,0,-6,-1,3,2,-1,-1.8
c1ccc(CC2CCCCN2)cc1 (stereo unspecified),4,2,-2,1,1,6,3,-2,-2,-0.5
CCCCCCC(=O)N/N=C/c1c(O)n(C(C)CC)c(=S)[nH]c1=O (stereo unspecified),1,1,6,-2,-10,10,-8,-4,-9,-2.5
# The listing continues:
SMILES,TCR CD3 inh,LEDGF integ inh,HTRA1 inhibitor,UHRF1 MBD2 ctr,SIAE inh,mABHD4 FP,TDP2 inh,PRMT1 FP inh,Tn7 DDE FP,PG9 binder
CCCC12CN3CCN(C1)CC(CCC)(C3)C2=O,-3,-5,5,3,0,2,-6,2,-7,-0.4
CCN(CCCl)c1cc(CN(C)C)cc(NC(=O)c2ccc(C(=O)Nc3cc(CN(C)C)cc(N(CC)CCCl)c3)cc2)c1,-12,6,17,5,5,9,7,0,2,0.6
O=C1C(Cl)=CC(=Nc2ccc(O)cc2)C=C1Cl,-3,8,25,-6,21*,32*,4,22*,10,4.1
CC(C)CCNC(=O)c1cc(C(=O)c2cc(Br)ccc2O)cn(CCC(C)C)c1=O,1,-3,-14,0,-14,-5,0,2,0,-0.8
Cc1cccc(OP(=O)(Oc2cccc(C)c2)OC(c2ccccc2)C(F)(F)F)c1 (stereo unspecified),2,1,-35,1,-11,15,-12,1,0,1.2
NC1CCc2cc(O)c(O)cc2C1 (stereo unspecified),-2,-4,3,3,5,8,-15,14,-5,-0.8
CCOP(=O)(OCC)C(O)c1ccccc1 (stereo unspecified),-3,-1,2,-3,8,-8,22,-2,-3,1.7
C1CCC2CCCCC2C1 (stereo unspecified),-7,-2,-2,1,1,-5,-15,-2,4,3.0
CC(=O)c1ccc2c(c1)C1C(Cl)C(Sc3ccccc3[N+](=O)[O-])CC1C(c1ccccc1[N+](=O)[O-])N2 (stereo unspecified),-5,1,-18,-4,8,2,5,1,8,1.2
COC(=O)C(O)(c1ccc(N(C)C(=O)OC(C)C)cc1)C(F)(F)F (stereo unspecified),-3,-3,-11,0,6,2,-1,1,-3,-0.2
CCC(=O)OC1(Cc2ccc(CC)cc2)CC(C)N(C)CC1C (stereo unspecified),-2,-6,1,-1,1,-7,-4,-1,-2,-0.7
COC(=O)C1=C(c2ccccc2OCc2ccccc2)C[C@@H]2CC[C@H]1N2C(=O)NCc1ccc(C(F)(F)F)cc1,-1,-1,-44,2,-11,-9,-6,3,-3,0.7
O=S(=O)(c1ccc(Cl)cc1)N1CN2CCN(C2)C1,-6,2,15,3,1,10,2,0,6,0.1
COc1ccc(OC(=O)N(C)C)c(CN(C)C)c1,1,1,-3,4,-3,0,-10,-1,-6,0.3

# A portion of the library (hit frequency here may not be typical).
